Screening results from PubChem.
HPDE-C7 cytotoxicity: HPDE-C7 pancreatic duct cell viability loss – fluorescence, HTS (AID 430) | 63,000 tested, 1.8% active | cytotoxicity, % at 10 µM, or EC50 in µM where a hit was titrated | HPDE-C7 pancreatic duct cells viability, fluorescence; higher % means a stronger effect;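 also: cells exposed to compound for 48 hours before viability readout; 0% = vehicle and 100% = reference cytotoxic drug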
TNAP inhibition: human TNAP enzyme inhibitors, biochemical, luminescent (AID 518); 64,000 tested, 0.09% active; purified TNAP enzyme, luminescent substrate readout; higher % means a stronger effect; one-dose inhibition, % at 20 µM; IC50 in µM for titrated hits; in the data active = a potency from the dose series; inactive = the rest, 99 in 100 with inhibition below about 22%;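 also: plate controls were vehicle for no effect and reference inhibitor for full effect; many of its hits are not listed in these tables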
Spn DPM-DC inh: blocks S. pneumoniae diphosphomevalonate decarboxylase. purified DPM-DC, PK/LDH coupled NADH fluorescence. calls only at 10 µM. 65,000 tested, 0.49% active. AID 556;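 active = the 320 compounds with the highest percent inhibition in the single-dose primary screen, excluding strongly autofluorescent ones, cut at about 32% in these data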;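 also: kinetic rate of NADH fluorescence loss reporting ADP formed by the decarboxylase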
PMK inhibit: S. pneumoniae PMK inhibition; 65,000 tested, 0.49% active; purified PMK, PK/LDH-coupled NADH absorbance 340 nm; inhibition, % at 10 µM;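 active = top-ranked compounds by inhibition in the single 10 µM screen, taking a fixed number of the strongest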;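 also: 0% = full reaction with DMSO carrier and 100% = background rate without enzyme reaction; no value below 0 was filed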
HPDE-C7K KRASV12: viability loss of HPDE-C7K cells – cell-based, fluorescence, HTS, primary screen (AID 431); HPDE-C7K KRASV12 cells, Alamar Blue viability, 48 h; higher % means a stronger effect; one-dose cytotoxicity, % at 10 µM; EC50 in µM for titrated hits; 63,000 tested, 1.7% active;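 active = compounds whose percent cytotoxicity in the single-dose primary screen, scaled between solvent and toxic-drug controls, exceeds 50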;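 also: 0% = DMSO solvent wells and 100% = doxorubicin-treated wells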
Bfl-1 inhibitors: displacement of Bid BH3 peptide from Bfl-1 – biochemical, fluorescence polarization, FITC-Bid, mouse, primary screen (AID 432) | FITC-Bid BH3 peptide fluorescence polarization displacement; higher % means a stronger effect | one-dose displacement, % at 20 µM; IC50 in µM for titrated hits | 64,000 tested, 0.02% active; in the data active = a potency from the dose series; inactive = the rest, 99 in 100 with displacement below about 15%; also: strong numbers were not always called active
LYP inhibition: LYP phosphatase inhibitors, primary screen, biochemical, DiFMUP fluorescence, recombinant catalytic domain, 10 µM (AID 606) | recombinant LYP catalytic domain, DiFMUP fluorescence; higher % means a stronger effect | inhibition, % at 10 µM, or IC50 in µM where a hit was titrated | 52,000 tested, under 10 active;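 active = IC50 under 40 µM in the dose-response test; inactive = IC50 of 40 µM or more, or never dose-tested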
MK inhibit: blocks S. pneumoniae mevalonate kinase; purified MK, PK/LDH-coupled NADH absorbance 340 nm; AID 555; 65,000 tested, 0.48% active; inhibition, % at 10 µM;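 active = ranked among the strongest by inhibition in the single 10 µM screen, a fixed top-ranked set picked for dose follow-up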; also: no value below 0 was filed
HT1080 cytotoxicity: HT1080 cell viability loss – fluorescence readout (AID 620); HT1080 viability, fluorescence; higher % means a stronger effect; cytotoxicity, % at 10 µM, or EC50 in µM where a hit was titrated; 87,000 tested, 0.42% active;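 also: cells exposed to compound overnight then 4 h with Alamar Blue; 0% = vehicle DMSO and 100% = killing control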
PMK inhibit pilot replicates: second read-out of PMK inhibit, no call of its own (marks repeat the call); inhibition, %; measured here: pilot screen replicates
MK inhibit pilot replicates: also measured in MK inhibit; calls as there; inhibition, %; measured here: pilot screen replicates
Spn DPM-DC inh pilot screen %: second read-out of Spn DPM-DC inh, no call of its own (marks repeat the call); inhibition, %; measured here: pilot screen trials
Numbers without * were called inactive; i = inactive; nt = not tested or not shown; + = active, no number. Rule as the data show it, unless noted: active = cytotoxicity above about 50%; inactive = the rest.

SMILES	HPDE-C7 cytotoxicity	TNAP inhibition	Spn DPM-DC inh	PMK inhibit	HPDE-C7K KRASV12	Bfl-1 inhibitors	LYP inhibition	MK inhibit	HT1080 cytotoxicity	others
COc1cc2[nH]c3c(=O)n(CCN4CCCCC4)cnc3c2cc1OC	4%	8%	nt	9	9%	3%	nt	11	8%
O=C(c1csc2c1CCCC2)N1CCCCC1	-5%	11%	i	9	5%	-2%	-8%	3	-1%
Cc1ccc(S(=O)(=O)N(CC(=O)O)Cc2ccccc2)cc1	-8%	2%	i	13	-4%	1%	9%	11	3%
Cc1ccc(NC(=O)CN(C)S(=O)(=O)c2cnc[nH]2)cc1C	-17%	7%	i	11	-17%	-8%	-3%	2	-7%
Cc1nnc(SCC(=O)N2CCN(Cc3ccccc3)CC2)s1	-1%	5%	i	18	-14%	6%	8%	8	0%
CNC(=O)CSCCn1c(SCC(=O)NC)nc2ccccc2c1=O	-3%	1%	i	0	6%	7%	8%	2	0%
CC(c1ccccc1)C1CC(=O)N(Cc2ccco2)C1=O (stereo not drawn)	-8%	7%	i	0	-8%	6%	9%	0	2%
Cc1cc(C)nc(N2CCCC(C(=O)Nc3nnc(C)s3)C2)n1 (stereo not drawn)	-5%	6%	i	10	-3%	-2%	7%	5	-1%
CCOC(=O)C1CCN(Cc2ccc(OC)cc2OC)CC1	3%	9%	i	0	-17%	0%	15%	51*	3%
c1ccc(-c2oc3ncnc(NCCN4CCOCC4)c3c2-c2ccccc2)cc1	18%	13%	i	4	42%	3%	3%	2	6%	PMK inhibit pilot replicates=0.0;MK inhibit pilot replicates=7.0;Spn DPM-DC inh pilot screen %=10
CC(CCc1ccccc1)NC(=O)CSc1nc(N)cc(N)n1 (stereo not drawn)	-6%	11%	i	0	-13%	1%	2%	4	-7%	PMK inhibit pilot replicates=1.5;MK inhibit pilot replicates=0.0;Spn DPM-DC inh pilot screen %=0.0
COc1cc(NC(=O)N2CCOCC2)cc(OC)c1	-10%	6%	i	0	0%	2%	-26%	2	4%
COc1ccccc1-n1nnnc1SCC(=O)NC1CCCC1	-4%	0%	i	3	-11%	0%	-5%	7	-7%
CCC1CCCCN1CCCNC(=O)CC1Oc2ccccc2NC1=O (stereo not drawn)	3%	12%	i	0	0%	-4%	-2%	11	-4%
O=C(c1cc2ccccc2o1)c1cccs1	0%	16%	i	1	-1%	4%	-2%	3	0%

Brought forward from above: three compounds; new compounds follow.
SMILES	HPDE-C7 cytotoxicity	TNAP inhibition	Spn DPM-DC inh	PMK inhibit	HPDE-C7K KRASV12	Bfl-1 inhibitors	LYP inhibition	MK inhibit	HT1080 cytotoxicity	others
COc1ccccc1-n1nnnc1SCC(=O)NC1CCCC1	-4%	0%	i	3	-11%	0%	-5%	7	-7%
CCC1CCCCN1CCCNC(=O)CC1Oc2ccccc2NC1=O (stereo not drawn)	3%	12%	i	0	0%	-4%	-2%	11	-4%
O=C(c1cc2ccccc2o1)c1cccs1	0%	16%	i	1	-1%	4%	-2%	3	0%
O=C(NC1CCCCCC1)C1CCCN1S(=O)(=O)c1cccc2cccnc12 (stereo not drawn)	-8%	5%	i	4	7%	7%	14%	8	-1%
Cc1sc(NC(=O)c2ccco2)nc1-c1ccc2c(c1)CC(C)N2C(=O)C1CC1 (stereo not drawn)	7µM*	13%	i	8	7.2µM*	-3%	6%	2	49%
CCOc1ccc(-c2nn3c(-c4ccccc4)nnc3s2)cc1	nt	8%	i	5	nt	-3%	14%	11	-6%
S=C(NCC1CCCO1)n1nnc2ccccc21 (stereo not drawn)	3%	15%	i	2	1%	0%	nt	6	3%	PMK inhibit pilot replicates=0.0;MK inhibit pilot replicates=0.0;Spn DPM-DC inh pilot screen %=0.0
COc1cc(CCC(=O)OCc2nnc(-c3ccccc3)o2)cc(OC)c1OC	3%	-1%	i	10	-2%	-8%	nt	6	-7%
Cc1cccc(N2CC34C=CC(O3)C(C(=O)O)C4C2=O)c1 (stereo not drawn)	-6%	-3%	i	11	-6%	4%	nt	10	-2%
O=c1cccccc1NCc1ccccc1	3%	3%	+	1	7%	2%	nt	5	nt
COC(=O)CN1C(=O)C2(C(C#N)=C(N)Oc3c2c(C)nn3-c2ccccc2)c2ccccc21 (stereo not drawn)	-54%	17%	i	2	-32%	-7%	15%	5	-65%	PMK inhibit pilot replicates=5.0;MK inhibit pilot replicates=0.5;Spn DPM-DC inh pilot screen %=3.5
CCOc1ccc(-c2cnc(SCC(N)=O)nc2N)cc1	3%	7%	i	8	2%	-1%	4%	3	4%
O=C(O)Cn1nc(C(F)(F)F)c2c1CCC2	-20%	9%	i	0	-23%	4%	nt	11	4%
Nn1c(SCC(=O)Nc2ccc(F)cc2F)nnc1C1CCCCC1	7%	2%	i	6	8%	0%	13%	8	-9%
CCOCCn1cnc2sc(C(=O)NCC(=O)OCC)c(C)c2c1=O	11%	15%	i	19	17%	-6%	0%	5	7%	PMK inhibit pilot replicates=3.0;MK inhibit pilot replicates=0.5;Spn DPM-DC inh pilot screen %=1.5
C/C(=N\O)C(C)(C)NC(=O)Nc1ccc(Cl)cc1	-16%	9%	i	5	-23%	-9%	12%	1	0%
CC1CCCCN1c1nnc(NC(=O)Cn2c(=O)oc3ccccc32)s1 (stereo not drawn)	-12%	11%	i	16	2%	-2%	-22%	0	-2%
CCOc1ccccc1-c1nc(-c2cc3ccccc3nc2OC)no1	-11%	7%	i	11	7%	-3%	1%	4	-5%

Retrieved one by one from the list above:
SMILES	HPDE-C7 cytotoxicity	TNAP inhibition	Spn DPM-DC inh	PMK inhibit	HPDE-C7K KRASV12	Bfl-1 inhibitors	LYP inhibition	MK inhibit	HT1080 cytotoxicity	others
S=C(NCC1CCCO1)n1nnc2ccccc21 (stereo not drawn)	3%	15%	i	2	1%	0%	nt	6	3%	PMK inhibit pilot replicates=0.0;MK inhibit pilot replicates=0.0;Spn DPM-DC inh pilot screen %=0.0
COc1cc(CCC(=O)OCc2nnc(-c3ccccc3)o2)cc(OC)c1OC	3%	-1%	i	10	-2%	-8%	nt	6	-7%
O=C(O)Cn1nc(C(F)(F)F)c2c1CCC2	-20%	9%	i	0	-23%	4%	nt	11	4%

(continued)
SMILES	HPDE-C7 cytotoxicity	TNAP inhibition	Spn DPM-DC inh	PMK inhibit	HPDE-C7K KRASV12	Bfl-1 inhibitors	LYP inhibition	MK inhibit	HT1080 cytotoxicity	others
CCn1cc(C(=O)Nc2cccc(C(=O)OC)c2)c(=O)c2ccc(C)nc21	-9%	12%	i	6	-2%	-4%	3%	11	5%
O=C(NCCN1CCOCC1)c1cc(S(=O)(=O)NCCCN2CCCC2=O)ccc1Cl	-3%	3%	i	18	-1%	-5%	4%	0	-3%
COc1ccc(NC(=O)CN2CC(c3ccccc3)CC2=O)cc1OC (stereo not drawn)	4%	6%	i	13	-1%	-6%	1%	6	0%
C=CCn1c(Sc2nncn2C)nc2c1c(=O)[nH]c(=O)n2C	-15%	1%	i	11	-6%	1%	nt	1	-2%
CCOC(=O)CC1C(=O)NCCN1C(=O)c1cc2c(=O)n3cccc(C)c3nc2s1 (stereo not drawn)	0%	8%	nt	15	0%	-1%	5%	4	-2%
COc1ccc(Cl)cc1NC(=O)CN1CCC(n2nnc3ccccc32)CC1	0%	2%	i	9	0%	-2%	-16%	3	2%
COc1cccc(-c2cn3nc(C)c(C)nc3n2)c1	-3%	7%	i	13	0%	-12%	11%	10	-18%
CCOc1ccc(C(=O)C(c2ccccc2)N2CCOCC2)cc1 (stereo not drawn)	-1%	10%	i	12	0%	-6%	9%	11	9%
Cc1nc2nc(-c3ccco3)nn2c(C)c1Cl	-6%	18%	nt	12	-12%	-3%	2%	13	5%
CC(=O)C1(O)C(C)CC2C3CCC4CC(O)CCC4(C)C3=CCC21C (stereo not drawn)	-8%	4%	i	10	6%	-3%	12%	8	-6%
O=C(Cn1cc2c(n1)CCCC2)NCCCN1CCCC1	3%	24%	i	0	10%	-1%	2%	20	-3%
Cc1c(Br)c(C(F)(F)F)nn1CC(=O)N1CCCC1	-9%	7%	i	19	-14%	-6%	6%	6	nt
COC(=O)c1cc(-c2c(C)oc3cc(OC)ccc3c2=O)c(C)o1	0%	4%	i	19	3%	0%	10%	8	-5%
CCCc1cc(=O)[nH]c(SCC(=O)OCc2ccccc2)n1	-1%	8%	i	0	5%	-4%	-2%	0	-1%
CCOC(=O)c1cn(-c2ccccc2)nc1-c1cccnc1	-26%	4%	nt	11	-26%	-5%	nt	1	-6%
COc1ccc(CN2CCN(C(=O)c3cccs3)CC2)cc1Br	nt	8%	i	13	nt	0%	19%	49*	0%
Cc1ccnc(SCCn2c(N3CCC(C)CC3)nc3c2c(=O)[nH]c(=O)n3C)n1	-2%	10%	i	18	6%	0%	-10%	10	5%
c1ccc(/N=C2\N=C(Nc3ccccn3)c3ccccc32)nc1	8%	17%	i	24	49%	-2%	-1%	0	9%

Three structures already listed, arranged by heavy-atom count, high to low.
SMILES	HPDE-C7 cytotoxicity	TNAP inhibition	Spn DPM-DC inh	PMK inhibit	HPDE-C7K KRASV12	Bfl-1 inhibitors	LYP inhibition	MK inhibit	HT1080 cytotoxicity	others
CCn1cc(C(=O)Nc2cccc(C(=O)OC)c2)c(=O)c2ccc(C)nc21	-9%	12%	i	6	-2%	-4%	3%	11	5%
COc1ccc(NC(=O)CN2CC(c3ccccc3)CC2=O)cc1OC (stereo not drawn)	4%	6%	i	13	-1%	-6%	1%	6	0%
COc1ccc(CN2CCN(C(=O)c3cccs3)CC2)cc1Br	nt	8%	i	13	nt	0%	19%	49*	0%
